# Screens (PubChem)
# S1P4 agonist: S1P4 receptor agonists, primary screen, cell-based. Sphingosine 1-phosphate receptor 4 (Homo sapiens), O95977. S1P4-expressing cell line, agonist reporter assay. activation, % at 4.98 µM. hit rate 0.35% among 220,000; in the data active means activation above about 11%;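 further: 0% = DMSO vehicle and 100% = reference agonist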
# TRPML3 agonist: human TRPML3 channel agonists, primary screen, cell-based, HEK293 TRPML3-YFP, Fluo-8 calcium fluorescence, 3 µM; 100% = the carbachol control signal; AID 1448, 2008; Mucolipin-3 (Homo sapiens), Q8TDD5; hit rate 0.29% among 220,000; activation, % at 3 µM;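 active means activation above its plate's cutoff, the mean activation of the plate's test wells plus 3 SD, cut at about 12% in these data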;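 further: 0% = DMSO only wells and 100% = carbachol wells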
#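 Test system: HEK293 cells stably carrying human TRPML3-YFP; Doses: single dose, 3 µM final nominal compound, 0.3% DMSO final; Schedule: dye loading 1 h 37 °C then 30 min ambient, 125 s read; Technique: Fluo-8 calcium fluorescence; Benchmarks: high control carbachol 87 µM, low control DMSO.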
# EP2 modulator: EP2 receptor modulators, cAMP readout, primary screen, cell-based, HTRF cAMP, PGE2 stimulation; induction, % at 25 µM; hit rate 0.83% among 260,000; AID 940, 2007; Prostaglandin E2 receptor EP2 subtype (Homo sapiens), P43116; EP2-expressing cells, cAMP HTRF FRET, PGE2 co-stimulation;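 active means compounds whose cAMP rise, as percent of the full-agonist control response, exceeds 60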;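 further: rat C6 glioma line stably carrying human EP2 under a CMV promoter; the protocol text gives 20 µM as final concentration; 100% = response of wells given 1 µM PGE2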
# Target sequence (P43116 whole entry, looked up): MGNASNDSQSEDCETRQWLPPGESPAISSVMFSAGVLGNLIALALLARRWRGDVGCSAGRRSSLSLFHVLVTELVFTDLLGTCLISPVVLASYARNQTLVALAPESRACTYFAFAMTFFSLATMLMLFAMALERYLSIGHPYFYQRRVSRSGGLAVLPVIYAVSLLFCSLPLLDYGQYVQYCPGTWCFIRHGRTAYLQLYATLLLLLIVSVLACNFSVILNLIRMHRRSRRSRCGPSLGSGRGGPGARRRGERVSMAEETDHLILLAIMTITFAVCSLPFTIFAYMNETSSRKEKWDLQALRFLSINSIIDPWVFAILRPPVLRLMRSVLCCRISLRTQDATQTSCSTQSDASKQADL
# S1P4 antag: S1P4 receptor antagonists, primary screen, cell-based | AID 1510, 2009 | inhibition, % at 4.98 µM | S1P4-expressing cells, antagonist mode, reporter read-out | hit rate 0.26% among 220,000; in the data active means inhibition above about 29%;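 further: 0% = wells stimulated with agonist and 100% = vehicle wells without agonist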
# NPY-Y1 PAM-ag: NPY-Y1 receptor potentiators or agonists, primary screen, cell-based | NPY-Y1 expressing cells, potentiator/agonist activation | activation, % at 3.6 µM | hit rate 0.37% among 220,000 | AID 1304, 2008; in the data active means activation above about 33%, passing the limit was not always enough;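 further: cells stimulated with NPY at EC10 then isoproterenol at EC100; 0% = low agonist plus stimulus and 100% = saturating agonist plus stimulus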
# Target sequence (P25929 whole entry, looked up): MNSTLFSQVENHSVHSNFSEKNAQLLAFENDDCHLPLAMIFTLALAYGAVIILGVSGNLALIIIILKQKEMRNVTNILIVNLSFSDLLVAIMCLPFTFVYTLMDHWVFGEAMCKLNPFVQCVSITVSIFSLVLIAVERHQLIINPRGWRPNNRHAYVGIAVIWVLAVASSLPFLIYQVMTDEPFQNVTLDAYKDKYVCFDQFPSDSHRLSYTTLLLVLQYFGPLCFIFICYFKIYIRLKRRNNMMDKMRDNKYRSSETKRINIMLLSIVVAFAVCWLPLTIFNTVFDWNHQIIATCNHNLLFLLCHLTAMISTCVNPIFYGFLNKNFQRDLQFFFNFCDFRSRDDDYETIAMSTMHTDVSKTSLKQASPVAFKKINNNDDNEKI
# NPY-Y1 antag: NPY-Y1 receptor antagonists, primary screen, cell-based. Neuropeptide Y receptor type 1 (Homo sapiens), P25929. HEK293-CNG Y1 cells, membrane potential fluorescence; NPY at EC95, then isoproterenol. inhibition, % at 3.6 µM. hit rate 1% among 200,000;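 active means inhibition above the campaign mean inhibition of all tested compounds plus 3 SD, cut at about 20% in these data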;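 further: 0% = DMSO wells given NPY plus isoproterenol and 100% = isoproterenol alone without NPY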
#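 Test system – HEK293 Y1/CNG channel cell line · Also added – NPY agonist 25 nM, then isoproterenol 1 µM plus Ro 20-1724 25 µM · Compound dosing – one concentration, 3.6 µM, in 0.4% DMSO · Schedule – compound incubation 1 h at room temperature, readout 45 min post-stimulation · Technique – fluorescence, membrane potential probe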
# NPY-Y2 PAM-ag: NPY-Y2 potentiators or agonists, primary screen, cell-based | cells expressing NPY-Y2, potentiator/agonist read-out | activation, % at 3.6 µM | hit rate 0.45% among 220,000; in the data active means activation above about 27%;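 further: cells stimulated with NPY near EC25 plus isoproterenol at EC100; 0% = vehicle plus submaximal agonist and 100% = vehicle plus saturating agonist; some results beyond the cut were filed as inactive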
# TRPN1 ag: zebrafish TRPN1 channel agonists, primary screen, cell-based, HEK293, calcium fluorescence | transient receptor potential cation channel N1 (TRPN1/NompC), Danio rerio | HEK293 zebrafish TRPN1-YFP, Fluo-8 calcium fluorescence; 100% = response to 87 µM carbachol | activation, % at 3 µM | hit rate 0.18% among 220,000 | AID 1424, 2008;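 active means activation above its plate's cutoff, the mean activation of test wells on that plate plus 3 SD, cut at about 19% in these data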;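 further: 0% = DMSO alone and 100% = 87 µM carbachol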
#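 Material: zebrafish TRPN1-YFP in HEK293 cells; Doses: single test compound dose, 3 µM nominal, 0.3% DMSO; Timing: dye loading 1 h at 37 °C, then 30 min room temperature; Technique: intracellular calcium fluorescence with Fluo-8; Benchmarks: high carbachol 87 µM, low DMSO alone.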
# CHOP inhibitor: inhibitors of CHOP promoter induction, primary screen, cell-based, unfolded protein response, luciferase reporter | CHO-K1 CHOP-promoter luciferase, tunicamycin-induced, 15-18 h | inhibition, % at 10 µM | hit rate 3.8% among 220,000;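 active means compounds that reduced the stress-induced luciferase reporter signal by more than about 70% of percent inhibition, limit read from the data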;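 further: 0% = tunicamycin plus vehicle and 100% = wells without tunicamycin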
# * marks the source's active call; other numbers are inactive results; / = no result given; & = joins results of further samples.
# The opening six entries, ahead of the listing:
# Values run as follows: S1P4 agonist	TRPML3 agonist	EP2 modulator	S1P4 antag	NPY-Y1 PAM-ag	NPY-Y1 antag	NPY-Y2 PAM-ag	TRPN1 ag	CHOP inhibitor
CCOC(=O)N1CCN(C(=O)c2ccc3c(=O)n(-c4ccc(OC)cc4)c(=S)[nH]c3c2)CC1
  1.1	0.5	21	-16	-3	5	2	0.5	-1
Cc1ccc(N/C=C/C(=O)c2ccco2)c(O)c1
  1.9	-0.6	-36	-8	25	/	11	0.1	23
Cc1nc(-c2cccc(NC(=O)Cc3ccccc3)c2)cs1
  -0.7	0.6	-37	-18	10	-7	16	-0.5	8
Cc1ccc(NC(=O)C(=O)NCCN2CCN(Cc3ccc([N+](=O)[O-])cc3)CC2)cc1
  -1.8	1.5	2	-7	-3	-4	0	2.1	22
O=C(CN1C(=O)COc2ccccc21)N(Cc1cccnc1)Cc1ccccc1F
  0.6	-0.1	6&-12	-16	-20	9	-4	0.6	25
Cc1ccccc1C1NC(=O)Cc2ccccc21 (configuration not stated)
  3.5	0.1	24	-16	-2	-2	3	-1.3	36

# Results, from the first entry:
# Values run as follows: S1P4 agonist	TRPML3 agonist	EP2 modulator	S1P4 antag	NPY-Y1 PAM-ag	NPY-Y1 antag	NPY-Y2 PAM-ag	TRPN1 ag	CHOP inhibitor
CCOC(=O)N1CCN(C(=O)c2ccc3c(=O)n(-c4ccc(OC)cc4)c(=S)[nH]c3c2)CC1
  1.1	0.5	21	-16	-3	5	2	0.5	-1
Cc1ccc(N/C=C/C(=O)c2ccco2)c(O)c1
  1.9	-0.6	-36	-8	25	/	11	0.1	23
Cc1nc(-c2cccc(NC(=O)Cc3ccccc3)c2)cs1
  -0.7	0.6	-37	-18	10	-7	16	-0.5	8
Cc1ccc(NC(=O)C(=O)NCCN2CCN(Cc3ccc([N+](=O)[O-])cc3)CC2)cc1
  -1.8	1.5	2	-7	-3	-4	0	2.1	22
O=C(CN1C(=O)COc2ccccc21)N(Cc1cccnc1)Cc1ccccc1F
  0.6	-0.1	6&-12	-16	-20	9	-4	0.6	25
Cc1ccccc1C1NC(=O)Cc2ccccc21 (configuration not stated)
  3.5	0.1	24	-16	-2	-2	3	-1.3	36
Cn1c(SCC(=O)NCc2ccccc2)nnc1C1CC1
  1.2	-0.3	6	0	4	9	-13	-0.1	12
CC(C)(C)C1CCC2(CC1)NC(CO)(CO)CO2 (configuration not stated)
  2.4	0.8	12	-27	11	0	8	0.4	-9
O=C(COC(=O)c1cccs1)Nc1ccc(S(=O)(=O)N2CCOCC2)cc1
  0.8	0.9	5	0	-8	2	-12	-0.1	10
CC1CC2C3CCC4=CC(=O)C=CC4(C)C3(F)C(O)CC2(C)C1(O)C(=O)CO (configuration not stated)
  0.3	1.2	-28	3	13	/	-5	3.8	34
CN1CCN(C(=S)c2cn(Cc3ccccc3)c3ccccc23)CC1
  1.2	0.3	-7	-3	-6	6	-1	0.1	19
N#C/C(=C\c1ccc(N2CCOCC2)o1)C(=O)NCC1CCCO1 (configuration not stated)
  -1.3	3.6	10	1	3	6	2	3.5	2
COC(=O)c1c(NC(=O)C2Cc3ccccc3C(=O)O2)sc2c1CCCC2 (configuration not stated)
  -0.6	0.1	23	-1	12	2	-3	-0.5	-10
CC(=O)c1c(C)[nH]c(C(=O)CSc2nnc(-c3ccco3)n2Cc2ccccc2)c1C
  -0.2	-0.2	-53	11	22	-2	9	1.5	-25
Cc1nc2ccccc2nc1OCC(=O)Nc1ccc(F)cc1
  2.0	0.9	-5	-17	8	3	-3	0.6	3
CCn1c(CN2CCN(CCO)CC2)nc2ccccc21
  -2.0	1.5	6	10	-12	-3	-4	-0.1	1
CN(C)N1C(N)=C(C#N)C(c2cccs2)C2=C1CC(C)(C)CC2=O (configuration not stated)
  0.7	0.2	-2	-25	-9	-1	6	0.1	-1
CC[n+]1c(C=C2C=C(C)OC(C)=C2)sc2ccccc21
  0.5	0.0	-46&-45	-13	19	-1	4	0.0	23
COc1cc(NC(=O)CSCC(=O)Nc2cccc(C(F)(F)F)c2)c(Cl)cc1Cl
  -0.6	-0.3	5	1	24	-11	17	0.6	57
CCOc1ccc(-n2c(Cc3cc(=O)[nH]c(=O)[nH]3)nnc2SCC(=O)Nc2nnc(C)s2)cc1
  -0.1	0.0	22	3	-7	-1	-12	1.0	-5
COc1ccc(C(=O)Cc2ccc(OC)c(OC)c2)c(OC)c1
  1.8	1.7	-18	-8	2	-1	8	3.3	49
CCCn1c(-c2ccccc2)nc2c(=O)n(C)c(=O)[nH]c21
  2.1	0.2	26	-12	15	-8	0	-0.1	-18
c1ccc(-c2nccc(-c3ccc(-n4cnc5ccccc54)cc3)n2)nc1
  2.9	-0.3	-2	-30	-2	4	0	2.7	9
O=C(Nc1nc2ccccc2n1CCOc1ccccc1)c1ccco1
  2.5	-0.4	20	-2	-56	9	-31	-2.0	20
CN(Cc1cnn(C)c1)C(=O)c1cc2ccccc2oc1=O
  -0.8	0.4	20	-27	-16	10	2	-0.2	46
CCN(CC)C(=O)CSc1nc2c(sc(=S)n2CC)c(=O)n1-c1ccccc1
  1.8	-0.4	11	8	-12	5	-19	1.5	-9
COCON1C(=O)CN(C(C)=O)C1c1ccc(Cl)cc1Cl (configuration not stated)
  0.0	0.8	0	12	-9	-6	0	0.0	5
CC(C)(C)n1nnnc1C(c1ccccc1F)N1CCN(C2CCCC2)CC1 (configuration not stated)
  0.1	1.1	10	-2	7	3	16	1.4	21
CCOC(=O)NC(=O)/C(C=Nc1ccc(Cl)cc1)=C(\C)O
  2.7	-0.2	-16	1	-2	3	-10	-1.0	5
Cc1n[nH]c(C)c1S(=O)(=O)N(CC(=O)N1CCc2ccccc21)c1ccc(C(C)C)cc1
  -1.8	0.2	2	-13	20	-7	10	-0.4	96*

# Next section:
compound	S1P4 agonist	TRPML3 agonist	EP2 modulator	S1P4 antag	NPY-Y1 PAM-ag	NPY-Y1 antag	NPY-Y2 PAM-ag	TRPN1 ag	CHOP inhibitor
NC(=O)CSc1nnc(-c2ccoc2)o1	-0.5	0.1	24	-8	-16	2	-13	1.4	46
COc1ccc(C2C(C(C)=O)=C(O)C(=O)N2CCc2c[nH]c3ccccc23)cc1 (configuration not stated)	-0.5	0.6	43	-5	-14	1	-3	0.5	10
O=C(/C=C/c1ccco1)Nc1nc(-c2ccccn2)cs1	1.6	1.1	-51	-4	10	-3	13	1.6	-112
CC(=O)/C(=N\Nc1cccc(Cl)c1)Sc1nnc(-c2ccccc2)n1-c1ccccc1	-2.3	0.2	19	-27	2	9	3	4.7	22
O=C(NC1CCCC1)C1CCCN1C(=O)Oc1ccccc1 (configuration not stated)	0.4	0.4	-20&7	8	6	5	-5	0.5	11
COc1cc2[nH]c(=O)n(CCCCCC(=O)N3CCN(c4ccccn4)CC3)c(=O)c2cc1OC	-3.5	0.3	2	0	6	-7	-8	-1.1	14
CN(Cc1ccccc1)C(=O)CCCn1c(=O)[nH]c2cc(Cl)ccc2c1=O	0.3	0.3	-57	-2	-11	9	-14	1.4	-4
COc1ccc(C(=O)NCc2ccc(Cl)c(Cl)c2)cc1OC	1.8	0.4	-19	-17	4	8	-15	-0.5	-1
Cc1ccc(O)c(C(=O)c2cnn(C(=O)COc3ccccc3C#N)c2)c1	1.1	0.2	-4	5	-16	/	13	1.2	44
OC(CNc1ccccc1)COc1ccc(OCC(O)CNc2ccccc2)cc1 (configuration not stated)	0.6	2.4	-37	-19	39	-19	37*	1.4	65
CCOC(=O)c1cc(C)n(Cc2ccc(OCC)c(OC)c2)c1C	-0.2	0.6	-35	-16	-10	8	1	-1.3	1
CC(=O)C1=C(O)C(=O)N(c2nccs2)C1c1ccc(F)cc1 (configuration not stated)	1.3	1.1	19	9	6	-3	-13	1.2	-7
Cc1cc(C)cc(N2C(=O)CC(N3CCOCC3)C2=O)c1 (configuration not stated)	0.7	0.1	-17	-8	-15	8	-5	-0.8	-23
CC1=CC2=NC(=O)/C(=C\c3ccc(-c4ccc(Cl)cc4)o3)C(=N)N2O1	7.4	0.9	-2	-18	-2	-1	3	0.9	93*
CCOC(=O)c1ccccc1NC(=O)CSc1nnnn1C	1.1	0.2	30	-12	7	-4	12	-0.5	28
O=C(NCCCc1ccccc1)c1cnc2n(c1=O)CCS2	-2.0	0.8	18	-20	-23	0	0	-1.1	-18
N#C/C(C(N)=O)=C1/SC(Cc2ccc(F)cc2)C(=O)N1c1ccccc1 (configuration not stated)	-1.4	1.1	-3	-5	36	/	36	3.6	1
Fc1ccc(N2CCN(c3ncnc4nc[nH]c34)CC2)cc1	1.8	3.0	5	9	6	-6	11	4.6	43
Cc1ccc(NC(=O)/C(=C/c2cccc([N+](=O)[O-])c2)NC(=O)C2CCCCC2)c(C)c1	-0.5	0.6	-2	-11	17	-2	-1	0.1	20
O=C(CN1C(=O)NC2(CCCCCCC2)C1=O)N1CCN(C(=O)c2ccco2)CC1	0.8	0.9	17	-4	7	1	3	1.3	-6
Cc1cc(O)cc(O)c1-c1onc(C(F)(F)F)c1-c1cscn1	1.1	-0.4	-22	3	25	0	25	1.3	23
O=C(CCC1CC(=O)Nc2ccccc21)NCc1cccnc1 (configuration not stated)	-0.5	-0.2	5	8	-9	2	-3	0.8	8
